High-throughput results as filed in PubChem.
miR-122 sensor = blocks miR-122 activity in Huh7 sensor cells; Huh7 miR-122 Renilla luciferase sensor, 48 h; neutral wells = 0, positive control = 100; activation (reporter increase), % at 12.5 µM; 0.3% of 340,000 active;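 active means mean replicate activation score at least 90 and every replicate individually at or above 90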;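 further: higher luciferase means less miR-122 activity so hits act as miR-122 inhibitors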
PglD inh = inhibitors of Campylobacter jejuni PglD acetyltransferase; inhibition, % at 12.5 µM; 0.098% of 360,000 active; purified PglD enzyme, DTNB colorimetric CoA detection; AID 602405; in the data active means inhibition above about 16%, passing the limit was not always enough; further: strong numbers were not always called active
Cneo AK release = Cryptococcus neoformans lysis via adenylate kinase release | C. neoformans lysis, adenylate kinase release luminescence, 4 h; normalised: neutral wells 0, clomiphene wells 100 | lysis activity, % at 15 µM | 0.2% of 360,000 active;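 active means mean lysis activity across replicates of at least 80%, whatever share of replicates individually reach that level; inactive means mean lysis activity below 80%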
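Material: C. neoformans cells | Amount: Yeast cell density of 5 × 10^6 cells/mL | Medium: Fresh YPD growth medium | Dosing: Single dose | Times: Static 4 h at 37 °C with compound, 1 h detection | Detection: AK luminescence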
FN deposition inh = fibronectin deposition inhibition | AH1F fibroblasts, Alexa488-fibronectin deposition fluorescence, overnight | inhibition, % at 12.6 µM | 0.086% of 350,000 active;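 active means mean inhibition across replicates of 30% or more, regardless of how many single replicates reach that level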;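 further: positive control wells lacked labelled fibronectin entirely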
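Material: AH1F fibroblasts assembling fluorescent fibronectin matrix; amount: 10000 AH1F cells/well; medium: DMEM, 2% serum; reagent: Alexa488-fibronectin, 24 nM final in well; dosing: single compound dose, delivered by pin transfer; incubation: 1 h adhesion, overnight exposure; detection: fluorescence after three HBSS washes, excitation 485 nm, emission 525 nm; measure: fibronectin deposition inhibition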
F508del corr = correctors of CFTR F508del function in bronchial epithelial cells. 0.36% of 350,000 active. activity (quench increase), % at 7.58 µM. AID 720511. CFBE cells, YFP halide quenching; stimulated with forskolin plus potentiator P3; % fluorescence drop versus neutral controls;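 active means mean added fluorescence quench of at least 8% versus neutral control, with both replicates also reaching 8%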;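 further: cells transiently co-express mutant CFTR-F508del with the halide-sensitive YFP; corrector assay measuring rescue of mutant channel to the surface after 24 h compound exposure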
PGC1a acetyl inh = lowers PGC1a acetylation signal in U2OS cells. AlphaScreen anti-acetyl-lysine; with virally co-expressed GCN5 acetyltransferase. inhibition, % at 15.6 µM. 0.17% of 350,000 active. AID 651687;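 active means every replicate shows inhibition of at least 40%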;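 further: 0% = neutral control wells and 100% = positive control wells; some results beyond the cut were filed as inactive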
INS-1E GSIS act = GLuc luminescence reporter in INS-1E cells, primary screen for activators of glucose-dependent secretion of insulin | 0.61% of 370,000 active | INS-1E GLuc reporter insulin secretion, 2-3 h | activation, % at 16.6 µM | AID 743287;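 active means lowest replicate activation of at least 40%, so every replicate reaches that level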;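 further: 0% = median of neutral control wells and 100% = median of IBMX positive control wells; some compounds called inactive have numbers as strong as hits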
C2C12 statin = protects C2C12 myotubes from simvastatin toxicity; ATP luminescence, 48 h; scaled: DMSO 0, geranylgeraniol control 100; AID 602340; rescue of ATP level, % at 7.49 µM; 0.78% of 330,000 active;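 active means mean ATP rescue above about 67%, or every replicate alone reaching that limit, limit read from the data, passing the limit was not always enough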;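 further: myotubes were challenged with 10 µM simvastatin during compound exposure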
An asterisk follows results filed as active; nt = not tested or not shown; & = joins results of further samples; [ ] = remark or other dose.

Letter code – A = miR-122 sensor; B = PglD inh; C = Cneo AK release; D = FN deposition inh; E = F508del corr; F = PGC1a acetyl inh; G = INS-1E GSIS act; H = C2C12 statin
CC(C)(C)C1CCC(=NNC(=O)C(=O)NC2CCCCC2)CC1 (stereo unspecified)
  A: -4 | B: 2 | C: 1 | D: 0 | E: nt | F: 4 | G: -1 | H: nt

C=CCn1cc(C(=O)NCCOC)c(=O)c2cc(S(=O)(=O)N(CC)CC)ccc21
  A: 0 | B: -3 | C: -1 | D: 2 | E: nt | F: 13 | G: 7 | H: -12

COc1ccccc1S(=O)(=O)N(C)C[C@@H]1OCc2ccccc2-c2ccccc2C(=O)N([C@H](C)CO)C[C@H]1C
  A: nt | B: 2 | C: -6 | D: -12 | E: 0.9 | F: 1 | G: 10 | H: nt

O=C(C[C@H]1CC[C@H]2[C@@H](COC[C@@H](O)CN2CCc2ccccc2)O1)NCCCN1CCOCC1
  A: -2[16.7 µM] | B: -1 | C: 1 | D: 2 | E: -4.2 | F: -1 | G: 9 | H: 23

Cc1cc(C(F)(F)F)n2nc(C(=O)O)c(Cl)c2n1
  A: 4 | B: -2 | C: -3 | D: nt | E: nt | F: 4 | G: nt | H: 0

Cn1c(CNC(=O)Nc2cccc(Cl)c2)nnc1SCc1ccccc1
  A: -2 | B: -8 | C: -5 | D: nt | E: nt | F: -10 | G: nt | H: 6

Cc1ccccc1Cc1c(C)nc2c(C(=O)NCc3ccco3)cnn2c1C
  A: -4 | B: 1 | C: -5 | D: nt | E: -1.4 | F: 9 | G: 46* | H: 53

CCc1nc2sc(C(=O)O)c(N)c2c2c1CCCC2
  A: -4 | B: 4 | C: 2 | D: -14 | E: 0.1 | F: 8 | G: -1 | H: -18

O=[N+]([O-])c1c(C(Cl)Cl)nn(-c2ccccc2)c1N1CCCC1
  A: 0 | B: -2 | C: -1 | D: nt | E: 2.0 | F: -9 | G: -1 | H: -7

CCOC(=O)CC(=O)c1sc2c(c1N)c(=O)[nH]c(=O)n2-c1ccc(OC)cc1
  A: -4 | B: -2 | C: 0 | D: -2 | E: 1.8 | F: 8 | G: -9 | H: -3

COc1ccc(NC(=O)Nc2ccc3c(c2)C(=O)N([C@@H](C)CO)C[C@@H](C)[C@@H](CN(C)C(=O)C2CCCCC2)OCCCC[C@H](C)O3)cc1
  A: 10[16.7 µM] | B: -1 | C: 1 | D: nt | E: 0.8 | F: -11 | G: 8 | H: -11

COc1ccc(CCNC(=O)c2cccc(-n3cnnn3)c2)cc1
  A: -5 | B: 1 | C: 1 | D: -6 | E: -3.1 | F: -20 | G: -20 | H: -3

COc1ccc(OC)c(N/C=C/C(=O)c2ccccc2)c1
  A: nt | B: -3 | C: -1 | D: -1 | E: 2.5 | F: nt | G: 7 | H: -24

Cc1ccccc1N(C(=O)CCC(=O)Nc1ccccn1)C(C(=O)NC(C)C)c1ccc(F)cc1 (stereo unspecified)
  A: 9 | B: 1 | C: 1 | D: -3 | E: 0.6 | F: 11 | G: -12 | H: -18

CO[C@H]1CN(C)C(=O)c2cc(NC(=O)C3CCCC3)ccc2OC[C@@H](C)N(C(=O)CC2CC2)C[C@@H]1C
  A: 30[16.7 µM] | B: 0 | C: 2 | D: nt | E: 2.9 | F: 3 | G: -5 | H: 7

COc1cccc(CC(=O)OCC(=O)N(C)CC(=O)Nc2ccc(F)cc2)c1
  A: -5 | B: nt | C: nt | D: 1 | E: -0.4 | F: -16 | G: 19 | H: 9

O=C(c1ccc(Cl)s1)N1CCOCC1
  A: 2 | B: -2 | C: -2 | D: -4 | E: nt | F: 6 | G: 41 | H: 0

CCOC(=O)C1=C[C@@H](C(C)(C)C)N(S(=O)(=O)c2ccc(C)cc2)[C@H]1c1ccccc1
  A: -7 | B: 5 | C: 0 | D: -6 | E: 2.4 | F: -52 | G: -33 | H: 1

COc1cccc(-c2nn(C)c3sc(C(=O)N4CCOCC4)cc23)c1
  A: -7 | B: nt | C: -3 | D: -11 | E: 1.0 | F: 7 | G: 12 | H: -12

Cn1c(C(=O)O)c(CC(=O)N2CCC(Cc3ccccc3)CC2)c2ccccc21
  A: -4 | B: -2 | C: 2 | D: 1 | E: 2.1 | F: 7 | G: -4 | H: nt

C[C@H](CO)N1C[C@H](C)[C@H](CN(C)Cc2ccccc2C(F)(F)F)OCc2cn(nn2)CCCC1=O
  A: 2[16.7 µM] | B: 4 | C: 4 | D: 4 | E: -4.1 | F: 3 | G: 4 | H: 17

COCC(=O)Nc1ccc2c(c1)[C@@H]1C[C@H](CC(=O)NC3CCCC3)O[C@H](CO)[C@@H]1O2
  A: 0[16.7 µM] | B: -2 | C: 4 | D: nt | E: 1.0 | F: nt | G: 14 | H: 2

c1ccc(-c2nnc(SCc3nc4ccccc4[nH]3)n2Cc2ccco2)nc1
  A: -7 | B: 4 | C: 6 | D: 2 | E: nt | F: 5 | G: -1 | H: 6

C[C@@H]1CN([C@H](C)CO)C(=O)c2cc(NS(C)(=O)=O)ccc2O[C@@H]1CN(C)C
  A: 2[16.7 µM] | B: -2 | C: 4 | D: -4 | E: -1.6 | F: -2 | G: 14 | H: 13

COC(=O)Nc1cc(C)n(-c2ccccc2)n1
  A: nt | B: nt | C: nt | D: -2 | E: 3.3 | F: -2 | G: 2 | H: nt

Two records drawn at random from the list so far:
Letter code – A = miR-122 sensor; B = PglD inh; C = Cneo AK release; D = FN deposition inh; E = F508del corr; F = PGC1a acetyl inh; G = INS-1E GSIS act; H = C2C12 statin
CO[C@H]1CN(C)C(=O)c2cc(NC(=O)C3CCCC3)ccc2OC[C@@H](C)N(C(=O)CC2CC2)C[C@@H]1C
  A: 30[16.7 µM] | B: 0 | C: 2 | D: nt | E: 2.9 | F: 3 | G: -5 | H: 7

COc1ccccc1S(=O)(=O)N(C)C[C@@H]1OCc2ccccc2-c2ccccc2C(=O)N([C@H](C)CO)C[C@H]1C
  A: nt | B: 2 | C: -6 | D: -12 | E: 0.9 | F: 1 | G: 10 | H: nt

(list continues)
Below each SMILES – miR-122 sensor, PglD inh, Cneo AK release, FN deposition inh, F508del corr, PGC1a acetyl inh, INS-1E GSIS act, C2C12 statin
Cc1oc2c(c1C(=O)NCc1cc(C(=O)O)co1)CCCC2
→ 5, 2, 4, nt, nt, -13, nt, 6
CO[C@H]1CN(C)C(=O)c2cc(NS(=O)(=O)c3cccc(F)c3)ccc2OC[C@@H](C)N(Cc2cc(F)ccc2F)C[C@@H]1C
→ -2[16.7 µM], 3, -3, nt, 0.2, -2, -12, 20
COc1ccc(NC(=O)COC(=O)c2n[nH]c3ccccc23)c(OC)c1
→ 7, 0, -1, -10, 0.7, -6, -4, -6
COCCCn1c(SCC(=O)NC(C)C)nnc1-c1ccccc1
→ -8, -1, -3, nt, nt, 2, nt, 3
O=C(Nc1cccc2nsnc12)c1ccc(-c2cccc(Cl)c2)o1
→ 8, 2, -1, nt, nt, 20, -4, -7
CN1CCN(S(=O)(=O)c2ccc(Cl)cc2)CC1
→ -2, -1, -8, 15&4, -1.5&0.8, -12, 7, -8
COc1cc(C)c(S(=O)(=O)NC2CC(C)(C)NC(C)(C)C2)cc1C
→ 6, nt, 6, -21, nt, 9, nt, -15
O=C(C[C@@H]1CC[C@@H]2[C@H](COC[C@H](O)CN2Cc2ccc(Cl)cc2)O1)NCc1cccc(F)c1
→ -6[16.7 µM], 1, 2, 6, 5.9, -10, -12, 36
O=C(/C=C/c1cccc(Br)c1)NC1CCN(Cc2ccccc2)CC1
→ -8, -4, 0, -2, 0.5, -2, 8, -30
Cc1cccc(C)c1NC(=O)CN1CCN(C/C=C/c2ccccc2)CC1
→ -2, -2, -1, -8, -0.3, 9, 4, -3
C[C@@H]1CN([C@H](C)CO)C(=O)c2cccc(NS(=O)(=O)c3cccs3)c2O[C@@H]1CN(C)CC1CCCCC1
→ 43[16.7 µM], -2, 2, -12, -0.3, nt, 8, -9
CC(C)Oc1cccc(C(=O)Nc2nnc([C@@H]3C[C@H](O)[C@@H](CO)O3)s2)c1
→ 0, 0, 0, 0, -0.1, -4, 11, -2
O=C(CCCC(=O)c1ccccc1)Nc1ccc(F)cc1
→ 0, 2, 1, 3, -0.6, nt, -5, 7
CCc1nc(N)c(C#N)c(-c2cccn2C)c1C
→ 9, nt, 0, 5, nt, 9, nt, 1
C[C@@H]1CN([C@@H](C)CO)C(=O)Cc2cc(NC(=O)Nc3ccc(F)cc3)ccc2O[C@@H]1CN(C)Cc1ccc(C(F)(F)F)cc1
→ 4[16.7 µM], nt, nt, 0, 1.2, -4, -31, -55

Part of the list above in another layout:
mol	miR-122 sensor	PglD inh	Cneo AK release	FN deposition inh	F508del corr	PGC1a acetyl inh	INS-1E GSIS act	C2C12 statin
CO[C@H]1CN(C)C(=O)c2cc(NS(=O)(=O)c3cccc(F)c3)ccc2OC[C@@H](C)N(Cc2cc(F)ccc2F)C[C@@H]1C	-2[16.7 µM]	3	-3	nt	0.2	-2	-12	20
COc1ccc(NC(=O)COC(=O)c2n[nH]c3ccccc23)c(OC)c1	7	0	-1	-10	0.7	-6	-4	-6

Printed as active in INS-1E GSIS act, of those listed so far:
SMILES	miR-122 sensor	PglD inh	F508del corr	PGC1a acetyl inh	INS-1E GSIS act
Cc1ccccc1Cc1c(C)nc2c(C(=O)NCc3ccco3)cnn2c1C	-4	1	-1.4	9	46*

Other entries.
Below each SMILES – miR-122 sensor, PglD inh, Cneo AK release, FN deposition inh, F508del corr, PGC1a acetyl inh, INS-1E GSIS act, C2C12 statin
CCCCCOc1ccc(N2C(=O)CC(N(O)c3ccccc3)C2=O)cc1 (stereo unspecified)
→ -1, -2, -2, -18, nt, -15, 1, -1
CCN(CC)CCOC(=O)C(Cc1ccco1)Cc1cccc2ccccc12 (stereo unspecified)
→ -8, -2, 1, 14, -1.2, 7, -39, nt
CCOc1ccc(CC(=O)Nc2ccc(S(=O)(=O)N3CCCC3)cc2)cc1
→ nt, 7, -3, 5, 0.9, nt, -27, nt
O=C(NCCN1CCN(c2ccccc2)CC1)c1cccn2c(=O)c3ccccc3nc12
→ -1, -4, 3, nt, nt, -1, -34, -24
COCC(=O)N(C)C[C@H]1Oc2ncc(C#CCC3CCCC3)cc2C(=O)N([C@@H](C)CO)C[C@H]1C
→ -2[16.7 µM], -2, 1, 6, 0.2, 3, 14, 0

Of the compounds above, these contain a CF3 group:
Below each SMILES – miR-122 sensor, PglD inh, Cneo AK release, FN deposition inh, F508del corr, PGC1a acetyl inh, INS-1E GSIS act, C2C12 statin
Cc1cc(C(F)(F)F)n2nc(C(=O)O)c(Cl)c2n1
→ 4, -2, -3, nt, nt, 4, nt, 0
C[C@H](CO)N1C[C@H](C)[C@H](CN(C)Cc2ccccc2C(F)(F)F)OCc2cn(nn2)CCCC1=O
→ 2[16.7 µM], 4, 4, 4, -4.1, 3, 4, 17
C[C@@H]1CN([C@@H](C)CO)C(=O)Cc2cc(NC(=O)Nc3ccc(F)cc3)ccc2O[C@@H]1CN(C)Cc1ccc(C(F)(F)F)cc1
→ 4[16.7 µM], nt, nt, 0, 1.2, -4, -31, -55
